From PubChem
BCR signal inh – blocks chronic active B-cell receptor signaling | ABC-DLBCL IkBa-CBG/CBR reporter, luminescence ratio, 4 h | hit rate 0.05% among 340,000 | AID 493014 | Potency, µM (highest dose often 46.1 µM), inactives show at the highest dose ratio change, negative = lower green/red ratio, hits mostly inhibitors; active means well fitted inhibition curve with a large enough effect in the signal ratio, with a control signal flat, not every such curve was filed as active; inconclusive means small, poorly fitted or top-dose-only effect, or effect the other way, or a change in a side signal; the % refers to the signal ratio;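 further: potency means the concentration at half of the fitted maximal effect; plate controls were basal doxycycline-induced cells for no effect and cells given 10 µM MG132 for full effect; MG132 reads +100%, hits lower the ratio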
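Compounds up to 46 uM were incubated four hours with TMD8 cells whose green CBG68 luciferase is fused to IkappaBalpha; red CBR luminescence normalised the signal, and concentration-effect curves were fitted to fusion, red and ratio data.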
Menin-MLL TR inh – displaces Texas Red mutant MLL peptide from human menin; hit rate 0.23% among 270,000; Menin + Texas Red MLL mutant peptide, fluorescence polarization; Potency, µM (series often up to 61.6 µM), for the others: top-dose FP activity change, negative = inhibition, hits mostly inhibitors; AID 1768; active means well fitted inhibition curve with a large enough effect in the polarisation, with a control signal flat, not every such curve was filed as active; inconclusive means small, poorly fitted or top-dose-only effect, or effect the other way, or a change in a side signal; inactive means no such curve, though single readings can be large or run the other way; the % refers to the polarisation; further: potency means the concentration at half of the fitted maximal effect; % of control where 0% means no effect; many of its hits are not listed in these tables
Target sequence (O00255 whole entry, looked up): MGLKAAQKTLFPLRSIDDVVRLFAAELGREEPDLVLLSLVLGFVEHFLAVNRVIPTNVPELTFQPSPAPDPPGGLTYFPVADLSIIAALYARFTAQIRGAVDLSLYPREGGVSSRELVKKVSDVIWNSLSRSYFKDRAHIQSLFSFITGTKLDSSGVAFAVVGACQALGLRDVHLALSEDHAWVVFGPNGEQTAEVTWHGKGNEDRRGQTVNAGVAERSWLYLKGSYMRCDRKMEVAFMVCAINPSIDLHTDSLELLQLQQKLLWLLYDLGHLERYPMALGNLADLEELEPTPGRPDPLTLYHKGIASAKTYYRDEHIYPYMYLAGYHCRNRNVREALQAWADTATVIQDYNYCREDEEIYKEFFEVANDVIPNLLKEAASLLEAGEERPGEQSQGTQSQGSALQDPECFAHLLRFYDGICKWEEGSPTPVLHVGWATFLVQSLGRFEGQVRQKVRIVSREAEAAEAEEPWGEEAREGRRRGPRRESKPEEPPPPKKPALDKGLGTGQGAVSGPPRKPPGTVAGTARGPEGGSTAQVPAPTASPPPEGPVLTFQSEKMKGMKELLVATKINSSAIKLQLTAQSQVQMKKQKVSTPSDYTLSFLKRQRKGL
GALK inh – inhibitors of human galactokinase. Purified GALK, Kinase-Glo residual ATP luminescence. Potency, µM (series often up to 57.5 µM), without a hit: at the top dose activity change, negative = inhibition, usual class: inhibitors. hit rate 0.007% among 270,000; further: potency means the concentration at half of the fitted maximal effect; on the % scale 0 is the no-effect control and ±100 the full control effect
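Galactose (100 uM) and ATP (35 uM) were turned over by 5 nM GALK for 1 h at RT. Kinase-Glo Plus then converted the remaining ATP into a luminescent signal.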
hERG WT inh – inhibitors of human wildtype KCNH2 potassium channel; hit rate 0.37% among 340,000; AID 720551; Q12809; activity change, % at 1.84 µM; U2OS, BacMam KCNH2, thallium flux FluxOr; stronger effect = lower value;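 active means maximum activity change below -70%; inconclusive means maximum activity change between -70% and -50%; inactive means maximum activity change above -50%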; further: on the % scale 0 is the no-effect control and ±100 the full control effect
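U2OS cells transduced with wild-type KCNH2 virus are loaded with FluxOr dye for 45 min, and thallium flux is measured in kinetic reads before and after stimulation buffer. Rate constants are normalized to DMSO controls.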
Eya2 phos inh – inhibitors of human Eya2 phosphatase activity; hit rate 0.006% among 330,000; Potency, µM (titrated, usually from 76.9 µM), without a hit: top-dose activity, negative = inhibition, most hits filed as inhibitors; recombinant Eya2, OMFP fluorescence dephosphorylation (OMFP is methylfluorescein phosphate); O00167; further: potency means the concentration at half of the fitted maximal effect; on the % scale 0 is the no-effect control and ±100 the full control effect
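Eya2 (0.2 uM) preincubated 10 min at ambient with compound, then OMFP substrate added at 50 uM; 10 min reaction in 50 mM HEPES pH 7.5, 50 mM NaCl, 5 uM MgCl2, 0.05% BSA, 1 mM DTT. Fluorescence read at Ex 485/Em 525 nm.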
ASM inhibitor – blocks human secretory acid sphingomyelinase; P17405; placental ASM, HMU-PC fluorogenic substrate, 60 min; Potency, µM (series often up to 57.5 µM), for the others: at the top dose activity change, negative = inhibition, actives largely listed as inhibitors; hit rate 0.006% among 340,000; AID 504937; further: potency means the concentration at half of the fitted maximal effect
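HMU-PC0 cleavage (9 uM final) by human placental ASM, 60 min at 37 °C following 10 min compound exposure at RT; stopped at pH 10, fluorescence Ex 386/Em 447 nm.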
PKM2 act – activators of human pyruvate kinase M2 | purified PKM2, Kinase-Glo ATP luminescence, activation; response scale: 0% is enzyme alone, no compound | Potency, µM (doses to about 57.5 µM), for the others: top-dose activation, usual class: activators | hit rate 0.34% among 260,000 | AID 1631 | P14618; further: potency means the concentration at half of the fitted maximal effect; on the % scale 0 is the no-effect control and ±100 the full control effect; nearly all actives have a fitted effect of over 55% in size
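hPK-M2, >95% pure; 0.1 mM ADP / 0.5 mM PEP final; imidazole pH7.2 buffer w/ 7 mM MgCl2, 50 mM KCl; 1 h RT; Kinase-Glo lum. Intermediate enzyme activity for dual inhibitor/activator qHTS.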
TSHR antagonist – human thyrotropin receptor antagonism. P16473. TSHR-expressing cells, TSH-stimulated cAMP HTRF, 2 h; stronger effect = lower value. activity change, negative = inhibition, % at 11.5 µM. hit rate 0.2% among 330,000. AID 504810;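 active means activity change below a set negative limit, meaning inhibition stronger than a set level, cut at about -70% in these data; inconclusive means activity change between two set negative limits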; further: on the % scale 0 is the no-effect control and ±100 the full control effect
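Freshly harvested TSHR cells receive pin-tooled compound, then EC80 TSH at 4nM final. After 2 hours at 37 deg C, antibody in lysis buffer and cAMP-d2 are added; 30 minutes at ambient temperature precede the HTRF read.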
Mito fusion yeast – inhibitors of mitochondrial division or activators of mitochondrial fusion; Potency, µM (highest dose often 46.1 µM), inactives show at the highest dose growth rescue (activation), actives largely listed as activators; AID 485298; hit rate 0.23% among 320,000; S. cerevisiae fusion-defective mutant growth rescue, CellTiterGlo 48 h;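 further: potency means the concentration at half of the fitted maximal effect; % of control where 0% means no effect; nearly all actives have a fitted effect of over 45% in size; temperature-sensitive fusion mutants such as fzo1-1 at 37 °C on non-fermentable ethanol glycerol medium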
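S. cerevisiae fusion-defective temperature-sensitive mutants (e.g. fzo1-1, mgm1-5) grown 48 h at 37C in YPEG (ethanol/glycerol non-fermentable) medium with 23 nl compound per well; growth rescue read as CellTiterGlo luminescence.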
USP2a block – USP2a (human) protease inhibition; hit rate 0.01% among 330,000; Potency, µM (doses to about 38.3 µM), inactives show at the top dose activity change, negative = inhibition, actives largely listed as inhibitors; USP2 core, Ub-CHOP2 coupled fluorogenic reporter, 485/531; O75604;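 further: potency means the concentration at half of the fitted maximal effect; plate controls were DMSO wells for no effect and full inhibition by NEM control for full effect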
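Deubiquitinase activity read as fluorescence (485/531 nm) after Ub-CHOP2 cleavage activates the enterokinase reporter on its substrate; USP2 core 10nM, Ub-CHOP2 and substrate 25nM each, 30min compound preincubation then 60min RT; data normalized to NEM, curves fitted.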
MBNL1-CUG inh – MBNL1-poly(CUG) RNA binding inhibition; Q9NR56; TR-FRET MBNL1-His/biotin-(CUG)12 binding, 665/545 ratio; Potency, µM (doses to about 57.5 µM), without a hit: at the top dose activity change, negative = inhibition, actives largely listed as inhibitors; hit rate 0.036% among 280,000; AID 2675; active means well fitted inhibition curve with a large enough effect in the signal ratio, with a control signal flat, not every such curve was filed as active; inconclusive means small, poorly fitted or top-dose-only effect, or effect the other way, or a change in a side signal; inactive means no such curve, though single readings can be large or run the other way; the % refers to the signal ratio; further: potency means the concentration at half of the fitted maximal effect; on the % scale 0 is the no-effect control and ±100 the full control effect
Target sequence (Q9NR56 whole entry, looked up): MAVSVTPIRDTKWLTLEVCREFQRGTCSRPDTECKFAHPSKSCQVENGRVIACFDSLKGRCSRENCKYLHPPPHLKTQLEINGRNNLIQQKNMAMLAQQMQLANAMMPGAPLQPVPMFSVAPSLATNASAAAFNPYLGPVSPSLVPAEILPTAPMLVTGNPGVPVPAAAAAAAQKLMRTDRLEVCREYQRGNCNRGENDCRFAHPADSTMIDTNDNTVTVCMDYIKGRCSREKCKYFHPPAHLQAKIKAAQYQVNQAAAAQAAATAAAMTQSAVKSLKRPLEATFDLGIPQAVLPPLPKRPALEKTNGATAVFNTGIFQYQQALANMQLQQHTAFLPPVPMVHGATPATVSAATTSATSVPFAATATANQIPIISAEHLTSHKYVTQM
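MBNL1-His + Biotin-(CUG)12, cpd titration 92 nM–58 uM; Tb anti-His Ab 0.055 ng/ul, SA-XL665 5 nM (final); 60 min RT; ratiometric 665/545 nm, Ex 340 nm; normalized to buffer and full-complex controls.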
* hit, by the source's call; ? = inconclusive; . = not tested or not shown; [ ] = remark or other dose. Unless noted, the call rests on the fitted dose curve; in most records, active means well fitted curve in the direction sought with a large enough effect; inconclusive means small, poorly fitted or top-dose-only effect, or another doubt; inactive means no such curve, though single readings can be large; an effect the other way counts as inactive or inconclusive. Only part of the results is shown; count on the stated rates, not on these rows.

SMILES	BCR signal inh	Menin-MLL TR inh	GALK inh	hERG WT inh	Eya2 phos inh	ASM inhibitor	PKM2 act	TSHR antagonist	Mito fusion yeast	USP2a block	MBNL1-CUG inh
Cc1ccc(NC(=O)CCC(=O)Nc2nnc(C3CCCCC3)s2)cc1	?	37%[activator]	-9%	-21	1%	1%	.	11	2%	1%	1%
COCCN1CN=C(Nc2nc3ccccc3s2)NC1	0%	17%	0%	-2	-4%	1%	-2%	-1	5%	2%	2%
O=C(CCCCCn1nnc2ccccc2c1=O)N[C@H](C(=O)O)c1ccccc1	-6%	.	3%	-8	9%	3%	-4%	5	-5%	1%	-7%
O=C(C1CCCCN1S(=O)(=O)c1ccccc1)N1CCN(Cc2ccccc2)CC1 (stereo not drawn)	-13%	2%	0%	3	5%	3%	0%	-10	0%	3%	-5%
CCn1c(SCC(=O)c2ccccc2)nnc1-c1ccoc1C	-1%	1%	2%	6	-1%	1%	14%	-8	-3%	-2%	-1%
CC(C)Cc1nc2oc3c(NCCCN4CCOCC4)ncnc3c2c2c1CCC2	2%	?	-1%	3	1%	-12%	-7%	6	-2%	0%	-1%
CC1=C(C(N)=O)C(c2cccc(O)c2)n2nc(CCCO)nc2N1 (stereo not drawn)	1%	6%[11.7 µM]	2%	2	-3%	10%	24%	8	0%	0%	-21%
COc1ccccc1C1N(c2ccc(F)cc2)C(=O)C2CCCN21 (stereo not drawn)	-1%	-7%	3%	5	-13%	2%	-3%	4	-4%	-3%	0%
COc1cccc(-c2nc3ccccc3c(=O)n2NC(=O)c2cccnc2Cl)c1	5%	-13%	0%	2	4%	0%	7%	5	0%	4%	-9%
COc1ccc(NC(=O)COc2ccc(N(C)S(=O)(=O)c3ccc(C)cc3)cc2)cc1	-2%	9%	2%	55	-10%	-7%	4%	5	7%	0%	2%
COc1ccc(C(CC(=O)NCC(OC)OC)NS(=O)(=O)c2ccc(Cl)cc2)cc1 (stereo not drawn)	-6%	6%	6%	4	-5%	4%	-1%	4	-1%	4%	-2%
CCN(CC)CC(=O)NC1CC(C)(C)Cc2c1cnn2-c1ccc(F)cc1 (stereo not drawn)	?	-9%	3%	3	?	1%	-1%	-6	-1%	-1%	-2%
CCSc1nnc(NC(=O)c2ccc3nc[nH]c3c2)s1	-2%	.	.	-1	-3%	-2%	.	-11	.	-1%	.
CCN(Cc1ccccc1)C(=O)c1ccc(CS(=O)c2ccccc2C)o1 (stereo not drawn)	0%	.	-7%	7	-3%	5%	.	-5	1%	1%	-2%
COc1ccccc1NC(=O)COC(=O)C1CC2C=CC1C2 (stereo not drawn)	2%	-11%	-1%	12	0%	1%	-1%	-3	8%	1%	-5%
O=C(c1cc2ccccn2n1)N1CCN(c2cccc(C(F)(F)F)c2)CC1	-6%	?	0%	1	7%	1%	-4%	-7	1%	-1%	-4%
CN(C(=O)c1nn(C)c2c1CSc1ccccc1-2)c1ccccc1Cl	1%	.	0%	-10	6%	-1%	.	9	4%	-1%	-2%
CCCCNC(=O)C1CCN(S(=O)(=O)N2CCOCC2)CC1	4%	4%	1%	-23	-5%	1%	-5%	12	7%	2%	-3%
O=C(Cn1nc(C(=O)O)c2ccccc2c1=O)Nc1nc(-c2ccccc2)cs1	2%	.	-4%	0	-18%	-1%	0%	-13	-2%	3%	2%
CCOc1ccc(NC(=O)CN2CCN(CC(=O)Nc3ccc(C(=O)OC)cc3)CC2)cc1	4%	10%	2%	?	19%	-1%	1%	5	-8%	2%	5%
Cc1cc(Nc2cccc(C)c2C)n2ncnc2n1	-9%	-11%	.	1	0%	1%	-2%	1	-8%	5%	-6%
CN(CC1CCOCC1)C(=O)CC1C(=O)NCCN1Cc1ccccc1F (stereo not drawn)	-1%	-18%	7%	-3	-2%	39%	-5%	21	-2%	0%	7%
COc1ccccc1N/C(=N/S(=O)(=O)c1ccc(Cl)cc1)c1ccccc1	1%	10%	-1%	2	-22%	-2%	10%	-9	15%	1%	10%
CCn1nc(C(=O)NNC(=O)CCOc2cc(C)ccc2C)c2ccccc2c1=O	-1%	-17%	1%	-31	-2%	-1%	5%	3	0%	-4%	-8%
COc1ccc(-c2nnc(SCC(=O)Nc3ccc4c(c3)OCCO4)n2N)cc1OC	4%	3%	1%	-13	11%	6%	2%	-7	3%	-2%	-8%
Cc1ccc(C)c(N2CCN(C(=O)CCc3nc(-c4cccc(C(F)(F)F)c4)no3)CC2)c1	-1%	.	.	-7	-1%	-5%	.	-23	.	1%	.
Cc1ccc(CCNC(=O)C2CCN(S(=O)(=O)N3CCCC3)CC2)cc1	0%	6%	0%	4	7%	1%	-9%	-4	-4%	-1%	-4%
COc1ccc(CN(C)CC(O)COc2ccc(-c3ccccc3)cc2)cc1OC (stereo not drawn)	?	?	15%	-6	3%	-2%	2%	4	-31%	4%	-4%
CCn1cc(C2=NC(c3ccccc3)CO2)c2ccccc21 (stereo not drawn)	?	12%	.	9	-1%	-3%	2%	7	18%	-1%	-9%
O=C(NCCCSc1ccccc1)c1cccnc1	1%	.	4%	-5	4%	-1%	6%	-4	2%	5%	?
CCOc1ccc2nc(NC3=NC(c4ccc(OC)cc4)CC(=O)N3)nc(C)c2c1 (stereo not drawn)	?	?	.	.	-10%	39%[activator]	-14%	15	3%	-4%	-8%
Cc1nn(CC(=O)Nc2c(C)n(C)n(-c3ccccc3)c2=O)c(C)c1[N+](=O)[O-]	0%	6%	0%	8	-9%	2%	-15%	-9	-5%	4%	0%
Cc1ccc(CSCCNC(=O)CSc2ccccc2)cc1	9%	3%	0%	-12	-1%	-4%	-2%	-2	9%	2%	-3%
O=C(Nc1ccc(N2CCN(C(=O)c3cccs3)CC2)cc1)c1ccc(F)cc1	0%	-9%	16%	4	11%	-1%	-2%	-14	-2%	1%	-12%
S=C(Nc1ccccc1)N1CCN(C2CCCCC2)CC1	?	3%	1%	5	-20%	6%	-2%	5	-2%	0%	-7%
Cc1ccc(C(=O)OCC(=O)N(CC(C)C)c2c(N)n(Cc3ccccc3)c(=O)[nH]c2=O)cc1[N+](=O)[O-]	7%	.	.	2	9%	28%	.	-4	-3%	0%	.
Cc1ccc(-c2nn3cnnc3c3ccccc23)cc1	-12%	-19%	10%	-5	5%	-2%	.	5	-4%	1%	-5%
CC(C)CN(C(=O)c1ccc(-n2cncn2)c([N+](=O)[O-])c1)C1CCS(=O)(=O)C1 (stereo not drawn)	9%	.	.	-3	-21%	2%	.	12	-1%	-1%	.
Cc1cccc(N2CCN(S(=O)(=O)c3c(C)[nH]c(C)c3C(=O)N3CCCCC3)CC2)c1C	-13%	-1%	-2%	2	4%	12%	.	49	17%	2%	-2%
COCCN(C(=O)c1ccc(NC2CC2)c([N+](=O)[O-])c1)c1c(N)n(CC(C)C)c(=O)[nH]c1=O	0%	.	.	-8	-2%	-2%	.	-1	-5%	4%	.
Clc1ccc(OC2CCN(Cc3nc(CC4CC4)no3)CC2)cc1	-31%	?	-3%	-3	7%	-6%	1%	-13	10%	1%	-5%
CC(=O)N=c1sc2cc(C)ccc2n1C	?	-19%	-1%	-12	10%	0%	7%	-6	0%	0%	-3%
Cc1ccccc1-c1nc2ccccc2[nH]1	?	-1%	0%	-6	-11%	1%	0%	-12	1%	2%	0%
CCCCn1c(CNC(=O)Cc2ccccc2)nc2ccccc21	-3%	1%	0%	-1	1%	1%	3%	2	0%	1%	-5%
Cc1cccc(NC(=O)c2cc(S(=O)(=O)N3CCCCC3)ccc2Cl)n1	?	.	.	1	8%	1%	.	4	-2%	0%	.
CC(C)OC(=O)c1cccnc1SCC(=O)N(C)c1ccccc1	1%	-16%	1%	7	-6%	1%	2%	-4	2%	-5%	8%
Cc1ccc(Cl)cc1NC(=O)CN1C(=O)NC(C)(C2CC2)C1=O (stereo not drawn)	?	.	.	11	3%	9%	.	17	.	-1%	.
